# Source: PubChem (National Center for Advancing Translational Sciences (NCATS))
# HEK293 tox = HEK 293 cell cytotoxicity; HEK 293 viability, ATP luminescence (CellTiter-Glo), 48-72 h; 94,000 tested, 6.6% active; AID 1345083; Potency, µM (series often up to 115 µM), for inactives: top-dose activity change, negative = cytotoxicity, hits mostly inhibitors; also: potency is read from the fitted curve at half-maximal effect; nearly all actives have a fitted effect of over 60% in size
#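 Cells seeded first (HEK 293, 250 cells/well), then compound added by pintool. Incubation ran 48 or 72 hr at 37 degree Celsius. CellTiter-Glo was added and luminescence imaged after 10 min at room temperature.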
# SNCA expr inh = reduces expression of the alpha-synuclein gene; 140,000 tested, 0.17% active; HEK-293 SNCA-luciferase knock-in, luminescence, 24 h; Potency, µM (doses to about 57.2 µM), for the others: top-dose activity change, negative = inhibition, hits mostly inhibitors;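 also: potency is read from the fitted curve at half-maximal effect; plate controls were DMSO cells for no effect and cell-free wells for full effect; nearly all actives have a fitted effect of over 45% in size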
# GPT2 inh = blocks human glutamate pyruvate transaminase 2. Potency, µM (series often up to 57.7 µM), for inactives: at the highest dose activity change, negative = inhibition, most hits filed as inhibitors. Recombinant GPT2, coupled pyruvate oxidase/HRP Amplex Red fluorescence. AID 1671188. 100,000 tested, 0.25% active; also: potency is read from the fitted curve at half-maximal effect; nearly all actives have a fitted effect of over 60% in size; many of its hits are not listed in these tables
#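 Fluorescence read-out: pyruvate from GPT2 turnover coupled to pyruvate oxidase, HRP and Amplex Red (0.2mM ThPP, 0.2U/mL PO and HRP, 50uM Amplex final). Substrates 250uM a-KG, 2mM L-alanine; enzyme 10ng/uL; 30 min RT.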
# IP6K1 inh = blocks human inositol hexakisphosphate kinase 1. IP6K1 kinase, ADP-Glo luminescence, 2 h; stronger effect = lower value. AID 1645851. activity change, % (series mostly up to about 58 µM). 140,000 tested, 0.81% active; in the data active = activity change below about -25%
# Target sequence (Q92551 whole entry, looked up): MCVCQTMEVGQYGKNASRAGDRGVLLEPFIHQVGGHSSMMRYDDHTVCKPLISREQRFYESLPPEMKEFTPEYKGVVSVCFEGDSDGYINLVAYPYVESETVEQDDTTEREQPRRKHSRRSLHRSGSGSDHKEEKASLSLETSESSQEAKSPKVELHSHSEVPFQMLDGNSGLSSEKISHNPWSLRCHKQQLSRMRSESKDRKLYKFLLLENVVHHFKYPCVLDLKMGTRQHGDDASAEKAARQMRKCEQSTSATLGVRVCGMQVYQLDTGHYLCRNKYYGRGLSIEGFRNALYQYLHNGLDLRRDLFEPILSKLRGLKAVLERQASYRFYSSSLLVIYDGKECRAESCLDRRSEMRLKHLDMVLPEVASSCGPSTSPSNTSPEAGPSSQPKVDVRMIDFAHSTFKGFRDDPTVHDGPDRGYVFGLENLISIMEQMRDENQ
#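 ADP-Glo luminescence measures ADP made by human IP6K1 during a 2 h RT reaction with ATP/IP6 (mix at 1.3 mM/130 uM); top library doses 57.5 and 19.1 uM final.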
# SNCA viab count = counter-screen for SNCA expression inhibitors: cell viability. AID 1671193. HEK-293-SNCA-luc viability, GF-AFC fluorescence, 24 h. 150,000 tested, 0.12% active. Potency, µM (series often up to 57.1 µM), without a hit: at the top dose activity change, negative = cytotoxicity, hits mostly cytotoxic;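 also: potency is read from the fitted curve at half-maximal effect; 0% = DMSO-treated cells and -100% = medium-only wells without cells; nearly all actives have a fitted effect of over 30% in size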
#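 HEK-293-SNCA-luc cells (1500/well) plated 24 h, then exposed 24 h to a dilution series; GF-AFC added 30 min at 37C, fluorescence 405/540 nm; normalised to medium-only and DMSO wells, Hill fit.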
# FLuc inh = inhibitors of firefly (Photinus pyralis) luciferase | P08659 | purified P. pyralis luciferase, luminescence, biochemical | Potency, µM (doses to about 115 µM), for inactives: at the top dose activity change, negative = inhibition, usual class: inhibitors | 76,000 tested, 2.5% active | AID 1347043; also: potency is read from the fitted curve at half-maximal effect; nearly all actives have a fitted effect of over 65% in size
# Target sequence (P08659 whole entry, looked up): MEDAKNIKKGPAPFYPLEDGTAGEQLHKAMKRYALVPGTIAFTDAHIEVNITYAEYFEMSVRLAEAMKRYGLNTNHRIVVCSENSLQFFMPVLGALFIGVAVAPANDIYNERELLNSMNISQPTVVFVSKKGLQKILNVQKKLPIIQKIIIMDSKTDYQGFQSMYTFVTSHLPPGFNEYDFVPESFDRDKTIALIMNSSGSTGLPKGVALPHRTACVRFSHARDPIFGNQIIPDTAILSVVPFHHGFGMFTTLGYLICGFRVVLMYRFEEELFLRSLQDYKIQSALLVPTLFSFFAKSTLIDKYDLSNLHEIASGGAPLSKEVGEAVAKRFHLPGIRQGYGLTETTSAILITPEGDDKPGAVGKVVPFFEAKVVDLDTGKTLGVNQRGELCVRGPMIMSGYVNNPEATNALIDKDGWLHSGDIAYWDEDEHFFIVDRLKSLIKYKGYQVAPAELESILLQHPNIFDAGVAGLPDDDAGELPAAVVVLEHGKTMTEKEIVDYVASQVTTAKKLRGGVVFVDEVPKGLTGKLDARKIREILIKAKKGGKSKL
#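 Biochemical qHTS: compound (6-point titration) added to 10uM D-luciferin plus 10uM ATP in Tris acetate pH 7.5 buffer with Mg, Tween-20 and BSA, then purified enzyme at 10nM; light output imaged.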
# NIH3T3 tox = cytotoxic compounds in NIH 3T3 cells | NIH 3T3 viability, CellTiter-Glo ATP luminescence, 48-72 h | 94,000 tested, 4.3% active | Potency, µM (highest dose often 96.7 µM), for inactives: at the top dose activity change, negative = cytotoxicity, usual class: inhibitors; also: potency is read from the fitted curve at half-maximal effect; nearly all actives have a fitted effect of over 55% in size
#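 ATP-dependent luminescence (CellTiter-Glo) served as the viability signal for NIH 3T3 cells treated with compound for 48 or 72 hr at 37 °C.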
# The depositor's hits bear a star; i = inactive; ? = inconclusive; · = not tested or not shown; [ ] = dose if it differs, or a comment. Unless noted, calls follow the shape of the dose curve; as a rule, active = well fitted curve in the direction sought with a large enough effect; inconclusive = small, poorly fitted or top-dose-only effect, or another doubt; inactive = no such curve, though single readings can be large; an effect the other way counts as inactive or inconclusive. Unless noted, % is scaled to controls: 0 for no effect and ±100 for the full control effect.
SMILES,HEK293 tox,SNCA expr inh,GPT2 inh,IP6K1 inh,SNCA viab count,FLuc inh,NIH3T3 tox
COc1ccc2[nH]c3c(c2c1)CCNC31CCN(C(=O)c2ccsc2)CC1,?,?,3%,2,-10%[12.5 µM],0%,?
COc1ccccc1CNC(=O)C[C@@H]1[C@H](O)CCC2[C@](C)(CO)[C@H](OC(=O)NC(C)C)CC[C@]21C (some centres undefined),4%,31%[activator],3%,-5,6%,-3%,-29%
Cc1ncsc1CN1CCCCCCNC(=O)CC1c1ccccc1 (centres undefined),?,9%,3%,9,-6%,-3%,?
COc1ccc(-c2coc3c2c(C)cc2oc(=O)c(CC(=O)O)c(C)c23)cc1,·,14%,·,-8,?,·,·
NS(=O)(=O)c1ccc(CNC(=O)Cn2nc3c(cc2=O)CCCCC3)cc1,0%,-9%,-3%,2,-4%,2%,4%
CC(C)Oc1ccc(CNC(=O)c2nnn3cc(-c4ccccc4)[nH]c(=O)c23)cc1,?,-32%,-4%,-1,4%,-12%,?
COCCN1CCN(Cc2ccc(C(=O)NC(C)C)cc2)C(=O)C1=O,·,13%,·,26,9%,·,·
O=c1c2nc(OCc3ccccc3)ccc2ncn1Cc1ccccn1,-24%[172 µM],1%[87.6 µM],i,-3,2%[87.6 µM],-16%[172 µM],?
Cc1ccc(CNC(=O)C2CCN(S(=O)(=O)c3cccc4nonc34)CC2)cc1,·,?,·,0,13%,·,·
NCc1ccccc1-c1cc(C(F)(F)F)ccc1Cl,?,-17%,i,1,-10%,·,?
CCc1nc(SCC(=O)Nc2ccc(NC(C)=O)cc2)n[nH]1,·,-12%,·,-12,-5%,·,·
Cn1cc([C@@H](NC(=O)C2CCN(Cc3ccco3)CC2)C2CC(O)C2)cn1 (some centres undefined),-3%,4%,1%,14,1%,9%,-5%
CN1CC2(CCN(Cc3cn[nH]c3-c3ccc(F)cc3)CC2)CC1C(=O)N1CCOCC1 (centres undefined),i,-6%,i,-2,4%,2%,4%
Cc1nn(-c2ccccc2)c(C)c1CC(=O)NC1CCCN(Cc2ccccc2F)C1 (centres undefined),?,-24%,i,17,-7%,-9%,-7%
O=C(CCc1ccccc1)N(Cc1cccnc1)c1nc2ccc(F)cc2s1,·,8%,·,-15,-3%,·,·
CCOC(=O)c1cccc(NS(=O)(=O)c2ccc(-c3cnc(C4CC4)o3)cc2)c1,·,?,·,0,-11%,·,·
O=C(CC1CCOCC1)NCc1ccc(F)cc1F,-5%,-30%,2%,18,12%[12.5 µM],-1%,i
Cc1nonc1C1CCCN1C(=O)c1cn(Cc2ccccc2F)nn1 (centres undefined),11%,?,i,27,-6%,-7%,-2%
Cc1cccc(Cl)c1NC(=O)N1CCC2(CC1)C(C(=O)O)CC(=O)N2C (centres undefined),-4%,5%,i,-5,2%,9%,i
O=C(c1cc2n(n1)CC(c1ccc3c(c1)OCO3)OC2)N1CCCC1 (centres undefined),?,158%[activator],4%,-15,?,-17%,?

# Just IP6K1 inh, SNCA viab count and HEK293 tox, for some of the entries so far:
compound | IP6K1 inh | SNCA viab count | HEK293 tox
COc1ccccc1CNC(=O)C[C@@H]1[C@H](O)CCC2[C@](C)(CO)[C@H](OC(=O)NC(C)C)CC[C@]21C (some centres undefined) | -5 | 6% | 4%
Cn1cc([C@@H](NC(=O)C2CCN(Cc3ccco3)CC2)C2CC(O)C2)cn1 (some centres undefined) | 14 | 1% | -3%
Cc1nonc1C1CCCN1C(=O)c1cn(Cc2ccccc2F)nn1 (centres undefined) | 27 | -6% | 11%
COCCN1CCN(Cc2ccc(C(=O)NC(C)C)cc2)C(=O)C1=O | 26 | 9% | ·
Cc1cccc(Cl)c1NC(=O)N1CCC2(CC1)C(C(=O)O)CC(=O)N2C (centres undefined) | -5 | 2% | -4%
COc1ccc(-c2coc3c2c(C)cc2oc(=O)c(CC(=O)O)c(C)c23)cc1 | -8 | ? | ·
O=C(c1cc2n(n1)CC(c1ccc3c(c1)OCO3)OC2)N1CCCC1 (centres undefined) | -15 | ? | ?

# An excerpt from above in order of length of the SMILES, lowest first:
SMILES,HEK293 tox,SNCA expr inh,GPT2 inh,IP6K1 inh,SNCA viab count,FLuc inh,NIH3T3 tox
O=C(CC1CCOCC1)NCc1ccc(F)cc1F,-5%,-30%,2%,18,12%[12.5 µM],-1%,i
O=c1c2nc(OCc3ccccc3)ccc2ncn1Cc1ccccn1,-24%[172 µM],1%[87.6 µM],i,-3,2%[87.6 µM],-16%[172 µM],?
Cc1cccc(Cl)c1NC(=O)N1CCC2(CC1)C(C(=O)O)CC(=O)N2C (centres undefined),-4%,5%,i,-5,2%,9%,i

# Following part
SMILES,HEK293 tox,SNCA expr inh,GPT2 inh,IP6K1 inh,SNCA viab count,FLuc inh,NIH3T3 tox
O=C(c1ccc(F)c(F)c1)N1CCCN(c2cc(-c3ccc(F)cc3)[nH]n2)CC1,?,28%,0%,5,1%,2%,-5%
Cc1ccsc1C(=O)N1CC(C(=O)NC2CCCCC2)C2(CCOCC2)C1 (centres undefined),-6%,29%,3%,9,0%,-4%,-3%
COc1cccc(C(=O)N2CCC(Oc3ncccc3C(=O)N3CCCCC3)C2)c1OC (centres undefined),1%,-1%,3%,2,-5%,5%,i
COCCOC1CCN(C(=O)c2[nH]nc3c2COc2ccccc2-3)CC1,?,117%[activator],i,23,-7%[12.5 µM],?,-13%
COc1cccc(CC(=O)N2Cc3ccccc3OC3(CCN(C)CC3)C2)c1,?,-11%,i,13,3%,0%,-19%
Cc1cc(=O)c2c(O)c3c(O)cc(=O)c4c3c3c(cc(O)c1c23)C(C)(C)C=4O,·,16%,3%,1,6%,·,·
CN(C)C[C@H]1O[C@@H](CO)[C@@H](O)[C@H]1N(C)CCc1ccccn1,i,3%[87.6 µM],0%[88.5 µM],1,3%[87.6 µM],5%[172 µM],i
COc1ccc2c(c1)C(COCc1ccccc1)=CC(C)(C)CO2,?,·,·,2,·,·,-27%
COc1cccc(NC(=O)N[C@H]2CCN(C(=O)C=C(C)C)[C@@H]2C(=O)N(C)CC(N)=O)c1,-5%[172 µM],12%[87.6 µM],0%[88.5 µM],-6,2%[87.6 µM],0%[172 µM],3%[174 µM]
O=C1NCCC[C@@H]1NC(=O)[C@@H]1CN(C(=O)c2cccs2)CCN1C(=O)c1ccccc1,-10%,-6%,2%,-6,8%,-2%,-16%
CCN(Cc1c(C)nn(CC)c1C)C(=O)Cn1nc2n(c1=O)CCC(N)CC2 (centres undefined),i,-6%,i,-6,-2%,3%,-4%
Cc1[nH]c(-c2ccccc2)nc1C(=O)N1CCn2nc(CCC(=O)O)cc2C1,-12%,-19%,i,5,-9%,4%,-30%
COc1ccc(CCN2CC(C(=O)N3CCC(CO)CC3)CCC2=O)cc1 (centres undefined),i,?,2%,-2,-4%,-4%,i
CO[C@H]1C(=O)N(C(C)C)[C@H]1C1CCN(C(=O)c2ccc(C)nc2)CC1,i,4%,i,9,2%,0%,i
COc1ccc(C(=O)N2C[C@@H]3OCC(=O)N(CC4CC4)[C@@H]3C2)cc1,-11%[172 µM],-14%[87.6 µM],i,-4,-6%[87.6 µM],0%[172 µM],-4%[174 µM]
O=C(NCc1ccccc1)C(=O)NCC(c1ccco1)S(=O)(=O)c1ccccc1 (centres undefined),·,1%,·,12,-4%,·,·
O=C(NCCNC(=O)C1CC1)c1ccc(-c2cccc(C(F)(F)F)c2)cc1,?,·,·,6,·,·,-50%
O=[S+]([O-])(c1ccccc1)N1CCc2nc(C3CC3)nc(-c3ccc(Cl)cc3)c2CC1,?,20%,?,5,-13%,5%,?
O=C(C1CCCC1)N1CCc2nc(C3CC3)nc(-c3ccc(O)cc3)c2C1,?,1%,i,2,-12%,·,?
CN(C)C[C@@H]1CN(S(C)(=O)=O)C[C@H]1NC(=O)c1ccc(F)cc1F,-5%,-12%,4%,7,-1%,-5%,i
Cc1c(F)cccc1NC(=O)N(C)CC1CCOCC1,i,31%[activator],i,13,-4%,-12%,i
CC(NC(=O)C1CN(c2ccc(Cl)cc2)C(=O)N1)c1ccc(F)cc1 (centres undefined),-12%,-18%,i,0,6%,0%,?
COCC(=O)N(C1CCOCC1)C1CCN(C(=O)c2ccc(OC)c(F)c2)CC1,-3%,10%,i,-10,3%,6%,-30%
CN1CCC(CN2CCC3(CC2)OCCN(c2ccc(F)cc2)C3=O)CC1,?,32%[activator][87.6 µM],2%[88.5 µM],1,-5%[87.6 µM],-2%[172 µM],?
CC(C)NC(=O)CCC[C@@H]1[C@H]2CCCN3CCC[C@@H](CN1Cc1ccccc1)[C@@H]23,-5%,0%,i,3,-6%,8%,-27%
COc1ccc2cc3cc(C(=O)Nc4ccccc4C)oc3nc2c1,·,35%[activator],·,-4,-3%,·,·
CC(C)C[C@@H]1N[C@H](C(=O)NCCN(C)C)Cc2cn(Cc3ccccn3)c3cccc1c23,?,-8%[87.6 µM],-27%[88.5 µM],-1,-23%[87.6 µM],-3%[172 µM],28µM*
COCCN1C(=O)[C@@H]2C[C@@H](CN2C)Oc2ccccc21,i,13%[87.6 µM],i,0,5%[87.6 µM],8%[230 µM],4%[174 µM]
COc1cc(C[C@H]2COC(=O)[C@@H]2Cc2ccc(O)c(OC)c2)ccc1O,·,·,1%[27.3 µM],-10,-17%,·,·
O=C(NCc1ccccc1Cl)c1ccc2nnc(Cc3ccc(Cl)cc3)n2c1,?,-24%,3%,-9,6%,·,?
COc1ccc(NC(=O)N(C)CC2CCOCC2)cc1F,-10%,26%,i,13,0%,-10%,0%
C#CCN(C)C(=O)[C@@H](C)C1CC[C@@]2(C)Cc3sc(NC(=O)C4CC4)nc3[C@@H](C)[C@@H]2[C@H]1O (some centres undefined),?,54%[activator][87.6 µM],-10%[88.5 µM],48,15%[87.6 µM],-7%[172 µM],?
COc1ccc(C[C@H](NC(=O)C2=C[C@@H](NS(=O)(=O)c3cccs3)[C@@H](O)[C@H](O)C2)C(N)=O)cc1,0%,-21%,i,-1,-2%,10%,2%
CC(C)[C@@H]1CN(C(=O)CCn2ccc(=O)[nH]c2=O)C[C@H]1NC(=O)N(C)C,-1%,-28%,4%,-4,-4%,6%,1%
Cc1cnc(-c2ccccc2)n1C1CCCN(C(=O)c2cccn2C)C1 (centres undefined),-29%,3%,i,3,8%,-1%,-25%
CCCN(C(=O)c1cc2c(=O)oc3ccccc3c2s1)c1cccc(Cl)c1,·,-4%,·,10,-8%,·,·
O=C(NC1CCCCCC1)C1CCN(c2cc(C(F)(F)F)ncn2)CC1,-31%,6%,i,-7,11%,0%,-29%
O=C(Nc1ccc2c(c1)OCCO2)N1CCC(Cc2nc(-c3ccncc3)n[nH]2)C1 (centres undefined),-12%,-16%,i,1,-11%,-19%,-29%
CN1CCN(C(=O)CN[C@@H]2C[C@H]2c2ccc(OCc3ccccc3)cc2)CC1,·,·,i,7,2%,·,·
COCC(=O)NC1CCN(Cc2cccc(-c3cccc(C)c3)c2)CC1,?,-5%,i,-4,0%,·,?
COc1ccc(F)cc1C(=O)N1CC[C@@H]2[C@@H](CCC(=O)N2CCN)C1,5%,-9%,?,4,-5%,-9%,-7%
